# IEC-6 tox: counter-screen for KLF5 inhibitors: cytotoxicity in IEC-6 cells; IEC-6 cytotoxicity, luminescence viability; inhibition, % at 5 µM; 0.78% of 290,000 active; in the data active = inhibition above about 22%;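 also: 0% = plate median of test compound wells and 100% = cytotoxic reference compound wells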
# HSP90 inh: HSP90 refolding inhibition in rabbit reticulocyte lysate; luciferase refolding luminescence, 3 h; inhibition, % at 5.6 µM; 0.91% of 290,000 active;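 active = inhibition above the screen-wide mean plus 3 SD, computed separately per campaign, cut at about 16% in these data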;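 also: 0% = DMSO wells and 100% = 60 µM geldanamycin wells; inhibitors lower the luminescence because luciferase stays unfolded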
# KLF5 inh: kruppel-like factor 5 inhibition. DLD-1 KLF5 promoter-luciferase reporter, luminescence. inhibition, % at 5 µM. 0.23% of 290,000 active. AID 1700;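 active = inhibition above a per-plate limit of that plate's mean compound inhibition plus 3 SD, cut at about 60% in these data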;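 also: 0% = DMSO wells and 100% = LY294002 at 200 µM; higher means less KLF5 promoter-driven luciferase light; inactives centre near -14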
# Starred values were filed as active, the others as inactive.
# The line under a structure holds: IEC-6 tox | HSP90 inh | KLF5 inh
Cc1ccc(N2C(=O)C3Sc4[nH]c(=O)sc4C(c4ccccc4)C3C2=O)cc1 (configuration not stated)
    1 | 1 | -51
N#C/C(=C\C1=C(N2CCOCC2)C(=C/c2cccc([N+](=O)[O-])c2)/CC1)C(=O)Nc1ccccc1F
    4 | 4 | 1
Cc1cc(C)cc(Oc2nc3c(C)cccn3c(=O)c2/C=C(\C#N)C(=O)NC2CCS(=O)(=O)C2)c1 (configuration not stated)
    -4 | 2 | 0
Cc1nc(SCc2ccc(Br)cc2)[nH]c(=O)c1C
    8 | -2 | -7
CN1CCN(C(=O)C2CCN(S(=O)(=O)c3ccc4c(c3)oc(=O)n4C)CC2)CC1
    -5 | -2 | 12
NC(=O)C1CCN(C(=O)CSc2ccsc2[N+](=O)[O-])CC1
    -3 | 2 | 7
COc1ccc(N2CCN(C(=O)CCNS(=O)(=O)c3ccc4c(c3)CCC(=O)N4)CC2)cc1
    -6 | 0 | 9
CCOC(=O)c1[nH]c2ccc(OC)cc2c1NC(=O)CN1CCSCC1
    1 | -1 | -27
CCOC(=O)/C=c1\s/c(=C\c2ccccc2OC)c(=O)n1CC(=O)N1CCOCC1
    -2 | 4 | -7
COc1ccc(NCc2ccc([N+](=O)[O-])s2)c(OC)c1
    -3 | -6 | -35
Cn1c(=O)c2c(nc(Br)n2CCSc2nc3ccccc3o2)n(C)c1=O
    3 | -1 | -36
O=C(CN1CCN(c2ccccn2)CC1)N(c1ccccc1)c1ccc2ccccc2c1
    1 | 5 | -33
Cc1cc(NCCCn2ccnc2)n2ncc(-c3ccccc3)c2n1
    10 | 34* | -21
CCN(CC)CCN1C(=O)C(=O)/C(=C(/O)c2ccc(OC)cc2)C1c1cccs1 (configuration not stated)
    5 | -5 | 0
CCc1ccccc1NC(=O)CSc1nnc([C@@H](N)Cc2ccccc2)o1
    2 | 0 | -5
CC(C)n1cc(/C=N\NC(=O)c2cc3c(ccc4ccccc43)o2)c2ccccc21
    1 | 2 | -10
CN1C/C(=C/c2cccnc2)C(=O)/C(=C/c2cccnc2)C1
    -1 | -4 | 1
Cc1cc(C)c2cc(CN(CCO)C(c3nnnn3Cc3ccc(F)cc3)C(C)C)c(=O)[nH]c2c1 (configuration not stated)
    -3 | 0 | -1
c1ccc2c(N3CCCCC3)nnc(N3CCCCC3)c2c1
    -2 | 2 | 4
O=C(c1ccccc1)c1ccc(N2CCNCC2)cc1
    -4 | 0 | -44
Cc1ccc(C2c3c(oc4ccccc4c3=O)C(=O)N2c2nnc(C)s2)o1 (configuration not stated)
    0 | -3 | -2
CCCCOCCCNC(=O)C1CCCCC1
    -3 | -1 | -19
Nc1ccccc1NC1CCCCC1
    -3 | -2 | -7
CCCc1nnc(NC(=O)Cn2c(=O)oc3cc(Br)ccc32)s1
    1 | -2 | -6
Cc1sc2c(c1C)CN(C1CC(C)(C)NC(C)(C)C1)CN2C(=O)c1ccco1
    2 | -2 | 0
COc1cc(C2NC(C(=O)O)CS2)ccc1OCc1ccccc1C#N (configuration not stated)
    3 | -4 | -13
O=C(NCCN1CCOCC1)c1cc2cc(Cl)cc(Cl)c2oc1=O
    4 | 1 | -11
O=C(O)CCC(NC(=O)C(Cc1ccc2c(c1)OCO2)NC(=O)c1ccccc1)C(=O)O (configuration not stated)
    -2 | -1 | -22
Cn1c(=O)c2[nH]c(-c3ccccc3)nc2n(C)c1=O
    -3 | -2 | -9
C[C@@H](C(=O)NCCc1c[nH]c2ccccc12)[C@@H]1C[C@@]1(C)[C@@H](NC(=O)OCc1ccccc1)c1ccccc1
    4 | -2 | -23
CCn1c(C(=O)N2CCCC(C(=O)NCCc3ccc(C)cc3)C2)cc2sccc21 (configuration not stated)
    -5 | 6 | -12
COc1ccc(CCNC(=O)CN2CCC(n3nnc4cc(F)ccc43)CC2)cc1OC
    -5 | -4 | -30
Brc1cc(Br)c2nc(-c3ccc(N4CCOCC4)cc3)ccc2c1
    4 | 9 | -85
CCc1ccc(C(C(=O)NC2CCCCC2)N(C(=O)CNC(=O)c2ccco2)c2cccnc2)cc1 (configuration not stated)
    1 | 4 | -16
O=C1CCc2cc(S(=O)(=O)N3CCC(C(=O)NC4CCCCCCC4)CC3)ccc2N1
    3 | 1 | -31
CC1(C)Cc2c(sc3nnn(Cc4ccc(Cl)cc4)c(=O)c23)CO1
    -2 | -2 | -6
Cn1c(=O)c2c(c3ccccc31)OC(=O)CC2c1cccnc1 (configuration not stated)
    7 | 5 | -10
COc1ccccc1NS(=O)(=O)c1cc(NC(=O)Nc2ccccc2)ccc1N1CCCCC1
    -18 | 12 | -22
COc1c2occc2cc2ccc(=O)oc12
    -1 | 0 | -22
CCOc1cc(/C=C2/COc3ccccc3C2=O)ccc1OCC(=O)N(C)C
    2 | 4 | -21
CC(=O)NC1(C(F)(F)F)C(=O)Nc2c1c(=O)n(C)c(=O)n2C (configuration not stated)
    -7 | 4 | -32
O=C(COC(=O)C1CCCCC1)NCCc1ccccc1
    6 | 2 | -6
CCOC(=O)c1ccc(-n2nc(C(F)(F)F)c3c(C)cc(=O)oc32)cc1
    0 | 0 | -6
O=C(O)c1ccccc1S
    -8 | 7 | 15
NCCCCC(NC(=O)C1CCCN1C(=O)C1CSSCC(N)C(=O)NC(Cc2ccc(O)cc2)C(=O)NC(Cc2ccccc2)C(=O)NC(CCC(N)=O)C(=O)NC(CC(N)=O)C(=O)N1)C(=O)NCC(N)=O (configuration not stated)
    -1 | -5 | -39

# Five entries from above, ordered by molar mass, rising.
# The line under a structure holds: IEC-6 tox | HSP90 inh | KLF5 inh
Nc1ccccc1NC1CCCCC1
    -3 | -2 | -7
CC1(C)Cc2c(sc3nnn(Cc4ccc(Cl)cc4)c(=O)c23)CO1
    -2 | -2 | -6
O=C(CN1CCN(c2ccccn2)CC1)N(c1ccccc1)c1ccc2ccccc2c1
    1 | 5 | -33
COc1ccc(N2CCN(C(=O)CCNS(=O)(=O)c3ccc4c(c3)CCC(=O)N4)CC2)cc1
    -6 | 0 | 9
C[C@@H](C(=O)NCCc1c[nH]c2ccccc12)[C@@H]1C[C@@]1(C)[C@@H](NC(=O)OCc1ccccc1)c1ccccc1
    4 | -2 | -23

# Laid out differently: entries from further up
mol: COc1c2occc2cc2ccc(=O)oc12
- IEC-6 tox: -1
- HSP90 inh: 0
- KLF5 inh: -22

mol: CCOc1cc(/C=C2/COc3ccccc3C2=O)ccc1OCC(=O)N(C)C
- IEC-6 tox: 2
- HSP90 inh: 4
- KLF5 inh: -21

mol: CC(=O)NC1(C(F)(F)F)C(=O)Nc2c1c(=O)n(C)c(=O)n2C (configuration not stated)
- IEC-6 tox: -7
- HSP90 inh: 4
- KLF5 inh: -32

mol: O=C(COC(=O)C1CCCCC1)NCCc1ccccc1
- IEC-6 tox: 6
- HSP90 inh: 2
- KLF5 inh: -6

# New compounds follow
# The line under a structure holds: IEC-6 tox | HSP90 inh | KLF5 inh
Cc1ccc(-c2nnn(CC(=O)Nc3cccc4cccnc34)n2)o1
    -1 | -2 | -13
COc1cc2nc(SCC(=O)NC3CC3)n(CCC3=CCCCC3)c(=O)c2cc1OC
    -6 | 0 | -14
CCC(=O)Nc1nc(C)c(-c2csc(Nc3ccc(S(=O)(=O)Nc4cc(C)on4)cc3)n2)s1
    -2 | 4 | -33
COC(=O)[C@@]1(Cc2ccc(F)cc2)[C@H]2c3cc(C(=O)N(C)C)n(Cc4ccccc4)c3C[C@H]2CN1C(=O)c1ccccc1
    2 | -2 | -16
CCOC(=O)c1nnc2cc(-c3ccccc3)nn2c1C
    -5 | -2 | -7
COC(=O)c1ccc(NC(=O)C2CC(=O)N(c3ccc(C)cc3)C2)cc1 (configuration not stated)
    -7 | -4 | -3
CCOC(=O)c1[nH]cc(-c2ccccc2)c1N1CCOCC1
    4 | 18* | -34
Cc1ccc([N+](=O)[O-])cc1-c1ccc(/C=C(\C#N)c2[nH]nc(N)c2C#N)o1
    8 | -2 | 12
CCOC(=O)NC1(Nc2cccc(Cl)c2)Oc2ccccc2O1
    -2 | 1 | -38
Cc1ccc(-c2cc(C(=O)NCCCn3ccnc3)c3cc(Br)ccc3n2)o1
    -2 | 1 | -24
COCCn1c(CN2CCC(Cc3ccccc3)CC2)nc2c1c(=O)n(C)c(=O)n2C
    2 | 1 | 16
CN(C(=O)CSc1nnc(Cc2cccc3ccccc23)n1N)C1CCS(=O)(=O)C1 (configuration not stated)
    1 | 2 | -26
COc1ccc2c(=O)cc(-c3ccccc3)n(C)c2c1
    4 | 11 | -33
N#CCSCC(=O)Nc1ccccc1
    -8 | 5 | -7
NC(=O)c1nn(CC(=O)Nc2ccc3c(c2)OCO3)cc1[N+](=O)[O-]
    -1 | -1 | -22
CCOC(=O)C1CCN(C(=O)c2ccc(Cl)c(Cl)c2)CC1
    -7 | 1 | -16
O=C(Nc1ccc2oc(-c3ccncc3)nc2c1)c1c(F)c(F)c(F)c(F)c1F
    -6 | -4 | -17
CC1(C)Cc2c(C#N)c(N3CCN(C(=O)c4ccccc4)CC3)nc(-c3ccco3)c2CS1
    -8 | 2 | -18
C/C(=C\C(=O)c1ccc(C)cc1)Nc1ccc(N2CCOCC2)cc1
    0 | 1 | -7
CC(C)Sc1n[nH]c2nc3c(c(=O)n12)C1(CCCC1)Cc1ccccc1-3
    0 | -2 | -15
Cc1ccc(NC(=O)c2cc3ccccc3o2)cc1S(=O)(=O)N(C)C
    4 | -4 | -106
CCOC(=O)CNC(=O)c1cc(C)oc1C
    1 | 1 | -61
N#C/C(=C\c1sc(N2CCOCC2)nc1-c1ccccc1)C(=O)Nc1cccc2ccccc12
    1 | 2 | -20
COc1cccc(NC(=O)COc2ccc(S(=O)(=O)NC(C)C)cc2)c1
    4 | -2 | -3
Cc1cc(C)nc(SCC(=O)Nc2ccc(N3CCOCC3)c(Cl)c2)n1
    7 | -2 | -19
Cc1nnc(SCC(=O)NCCc2ccccc2)[nH]c1=O
    -5 | -1 | -9
COc1ccc(/C=C/C(=O)c2sc(-c3ccc(Cl)cc3)nc2C)cc1
    0 | -4 | -2
Cn1nnnc1SCC(=O)Nc1ccc(Cl)cc1Cl
    2 | 2 | -26
CCCNC(=O)C(C)n1c2ccccc2c2nc(=O)cc(C)n21 (configuration not stated)
    9 | 1 | -14
Cc1ccc(CC(=O)Nc2ccccc2N2CCOCC2)cc1C
    -8 | -2 | 19
Nc1nc(Nc2ccc(Cl)cc2Cl)nc(C(F)(F)F)n1
    -2 | 0 | -139
CN(C)CCCNC(=O)c1ccc(/C=N/O)nc1
    2 | -1 | -1
S=c1[nH]nc(-c2ccco2)n1Cc1ccccc1
    -1 | 3 | -19
Cc1ccc(-c2cc(C(F)(F)F)n3nc(C(=O)N4CCCC4)cc3n2)cc1
    1 | 1 | -13
COc1ccccc1Cn1c(SCC(N)=O)nc2c(oc3ccccc32)c1=O
    -2 | 2 | -3
CCCn1c(SCC(=O)Nc2nc(C)cs2)nnc1-c1cccnc1
    3 | 1 | 7
O=C(NCc1ccccc1)c1ccc(Br)o1
    3 | -1 | -25
O=S(=O)(c1cc(-c2nc3ccccc3s2)ccc1Cl)N1CCOCC1
    -6 | 0 | -22
CCSC1=NSC2=NC(=O)/C(=C\c3coc4ccccc4c3=O)C(=N)N12
    5 | -2 | -14
O=C(NCCN1CCOCC1)Nc1ccccc1
    -1 | -6 | -1
O=C(NCCCN1CCOCC1)c1cc2cc(Cl)cc(Cl)c2oc1=O
    0 | -2 | -6
CCOC(=O)CNC(=O)C(Cc1ccccc1)NS(=O)(=O)c1cccs1 (configuration not stated)
    -1 | 1 | 1
CN(C=O)CP(=O)(O)CCN1CCCC1=O
    -3 | -1 | -9
O=C(NCc1ccc2c(c1)OCO2)c1cc2ncc(Br)cn2n1
    2 | -1 | -12
Cc1nc2cc(-c3ccccc3)nn2c(C)c1CCC(=O)N1CCN(c2ccccn2)CC1
    -3 | 1 | -19
CCOCCCNC(=S)NCCCNc1nc2c(C)cc(C)cc2cc1C#N
    -1 | 4 | -17
CCOc1cc(/C=C(\C#N)C(=O)Nc2ccccc2[N+](=O)[O-])ccc1OCc1cccc2ccccc12
    5 | -4 | -23
CC(=O)Nc1ccc2c(c1)nc1n2CCN(C2CCCCC2)C1
    2 | 6 | -1
COc1cc2c(cc1OC)-c1cc(OCc3cccnc3)nc(=O)n1CC2
    -1 | 0 | -7
CC(CCc1ccccc1)NC(=O)c1ccc(C(=O)NC(C)CCc2ccccc2)cc1 (configuration not stated)
    4 | 3 | -35
CN(C)CCCN1C(=O)c2cccc3c([N+](=O)[O-])ccc(c23)C1=O
    39* | 0 | 10
Cc1cccc2c(=O)oc(-c3ccc4c(c3)C(=O)N(CC3CCCO3)C4=O)nc12 (configuration not stated)
    -2 | 3 | -4
CC(/C=C/c1ccccc1)=N/NC(=O)c1cc([N+](=O)[O-])cc([N+](=O)[O-])c1
    2 | -3 | -22
CCC(=O)c1ccc(OCC(O)Cn2c(C)nc3ccccc32)cc1 (configuration not stated)
    6 | 1 | -34
COC(=O)c1[nH]c2cccc(Cl)c2c1NC(=O)CN(C)C1CCCCC1
    6 | 0 | 13
Cc1ccc2c(C)nc(/N=C(\N)NC(=O)N3c4ccccc4Sc4ccccc43)nc2c1
    5 | 0 | -5
CCOC(=O)c1c(C)c2c(n1C)CCC/C2=N\O
    -7 | -2 | -51
O=C(O)c1cccc(N2C(=O)/C(=C/c3ccc(SCc4ccc(Cl)cc4)o3)SC2=S)c1
    -22 | -1 | -3
CCC1CCCCN1CC(=O)Nc1cc(OC)c(OC)cc1C#N (configuration not stated)
    3 | 2 | 5
O=C(c1ccco1)N1C(=O)c2cccc3cccc1c23
    0 | 1 | -23
CC(C)(C)c1ccc(-c2nnc3sc(-c4ccncc4)nn23)cc1
    -4 | 8 | 4
Cc1sc(NC(=S)NC(=O)CCc2ccccc2)c(C(N)=O)c1C
    27* | -3 | 25

# High-throughput results as filed in PubChem.

# This is a subset; count on the stated rates, not on these rows.
